# Bioassay records: PubChem, several laboratories
# Neddylation inh = inhibitors of cullin neddylation, primary screen, biochemical, TR-FRET, uHTS, NAE and Ubc12 | calls only at 25 µM | actives 0.58% (n = 360,000) | AID 651699, 2012; in the data active = inhibition above about 36%
# Tb MetRS inh = T. brucei MetRS inhibitors, primary screen, biochemical, luminescence; actives 0.4% (n = 360,000); methionyl-tRNA synthetase (Trypanosoma brucei brucei); purified T. brucei MetRS, ATP depletion, Kinase-Glo luminescence; inhibition, % at 11.9 µM;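 active = inhibition above a per-plate cutoff of the control wells' mean inhibition plus 3 SD, cut at about 5.5% in these data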;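 also: 0% = DMSO wells median and 100% = median of wells with control inhibitor compound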
#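 Dosing: 11.9 µM single point; system: parasite MetRS enzyme; technique: luminescence of leftover ATP; times: 15 min enzyme-compound preincubation, 2 h reaction, 10 min detection, 25 °C; replicates: each compound tested once; read-out basis: percent inhibition relative to median high and low control wells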
# MsrA inhibitor = bovine MsrA enzyme inhibitors, primary screen, biochemical, absorbance, HTS; inhibition, % at 15.5 µM; actives 0.75% (n = 360,000); purified bovine MsrA, absorbance read-out; in the data active = inhibition above about 4.5%;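 also: 0% = vehicle wells with enzyme and 100% = reference inhibitor wells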
# eLon inh = inhibitors of E. coli Lon protease, primary screen, biochemical, fluorescence polarization; purified E. coli Lon protease; inhibition, % at 7.94 µM; actives 0.42% (n = 360,000); in the data active = inhibition above about 13%, passing the limit was not always enough;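 also: 0% = enzyme with probe and DMSO and 100% = no enzyme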
# MsrA act = bovine MsrA enzyme activators, primary screen, biochemical, absorbance, HTS | Methionine sulfoxide reductase A (Bos taurus) | activation, % at 10.6 µM | purified bovine MsrA, absorbance read-out | actives 0.3% (n = 360,000); in the data active = activation above about 7.5%;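 also: 0% = vehicle and 100% = reference activator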
# PABP1 MLLE inh = inhibitors of PABP1 MLLE–PAM2 peptide binding, primary screen, biochemical, fluorescence polarization, FITC-PAM2, GST-MLLE | actives 0.36% (n = 360,000) | inhibition, % at 20 µM | Polyadenylate-binding protein 1 (Homo sapiens), P11940 | AID 588489, 2011; in the data active = inhibition above about 35%, passing the limit was not always enough;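 also: plate controls were DMSO wells with GST-MLLE for no effect and wells lacking GST-MLLE protein for full effect; some results filed as inactive read as strong as hits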
# FAS-TE inh = FAS thioesterase domain inhibitors, primary screen, biochemical, fluorescence intensity, uHTS; recombinant FAS-TE, OMFH fluorogenic substrate, fluorescence endpoint; inhibition, % at 15 µM; actives 0.67% (n = 360,000); AID 602261, 2012;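 active = compounds whose normalised, plate-corrected inhibition of enzyme fluorescence in the single-dose primary screen is 50% or more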;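 also: 0% = DMSO with enzyme and 100% = substrate without enzyme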
# CSN deneddyl inh = inhibitors of CSN-mediated cullin deneddylation, primary screen, biochemical, fluorescence polarization, uHTS; Purified CSN, SCF-Nedd8-OG deneddylation; AID 651999, 2013; inhibition, % at 12.5 µM; actives 0.38% (n = 360,000);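 active = pattern-corrected inhibition above about 35%, with an unprinted fluorescence ratio check between 0.5 and 1.5, limit read from the data, passing the limit was not always enough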;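 also: 0% = enzyme with substrate and 100% = substrate without enzyme; some results filed as inactive read as strong as hits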
#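 assay system = purified human Csn5 enzyme expressed in HEK293T cells | amount = 0.24 nM enzyme | buffer or medium = Tris/NaCl/DTT buffer, pH 7.5 | reagent = 10 nM SCFSkp2-Nedd8OG | compound = one concentration, 12.5 µM, 0.25% DMSO | times = 90 min reaction at room temperature | signal = FP | read-out basis = % inhibition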
# Rin1-Abl PPI inh = inhibitors of Rin1-Abl protein binding, primary screen, biochemical, TR-FRET; inhibition, % at 7.35 µM; actives 0.4% (n = 360,000); AID 588664, 2011; Tyrosine-protein kinase ABL1 (Homo sapiens) + Ras and Rab interactor 1 (Homo sapiens), …; in the data active = inhibition above about 5%, passing the limit was not always enough
# * = called active by the depositor; i = inactive; . = no result given.
SMILES,Neddylation inh,Tb MetRS inh,MsrA inhibitor,eLon inh,MsrA act,PABP1 MLLE inh,FAS-TE inh,CSN deneddyl inh,Rin1-Abl PPI inh
O=C(CCNS(=O)(=O)c1ccc(Cl)cc1)NCc1cccs1,i,-1.7,-0.2,4,-14,5,-1,-2,4
O=C(COC(=O)c1cccc(OC(F)F)c1)Nc1cc(S(=O)(=O)N2CCCC2)ccc1Cl,i,-0.3,-0.7,0,0,12,3,-1,1
Cc1ccc(NC(=O)c2ncn(CC(=O)N[C@H](CO)Cc3c[nH]c4ccccc34)n2)cc1C,i,-0.1,-0.4,-3,-6,-12,-11,1,-4
Cc1ccc(CNC(=O)COC(=O)c2cnccn2)cc1,i,0.2,.,-5,-5,-7,-8,2,-1
Cc1cc(Br)ccc1NC(=O)C1CSC2(C)CCC(=O)N12 (stereo not drawn),i,-0.3,0.7,3,-4,21,-3,3,-2
CC1CCN(C(=O)COC(=O)c2ccc3c(c2)OCCO3)CC1,i,-0.3,-0.6,-6,0,-10,-6,2,3
COC(=O)C(Cc1ccccc1)NC(=S)NC(=O)c1ccccc1 (stereo not drawn),i,0.2,0.5,-6,0,11,9,4,-1
NS(=O)(=O)c1ccc(CCNC(=O)/C=C/c2ccccc2[N+](=O)[O-])cc1,i,-0.2,0.3,4,-5,6,-3,8,1
Clc1ccc(-c2nnc3ccccn23)cc1,i,-0.9,-0.8,0,-4,7,-3,-4,0
CC[n+]1oc(-c2ccccc2)cc1C,i,-0.3,2.5,-6,-3,2,0,2,3
Cc1cc(C)n2nc(SCC(=O)NC3(C#N)CCCCC3)nc2n1,i,-0.2,-0.1,-4,0,-7,-5,1,1
CCc1ccccc1NC(=O)Nc1cccs1,i,-0.4,3.0,4,-1,5,0,-3,-2
CN(C)/C(=C\C(=O)c1ccccc1)C(=O)c1ccccc1,i,-0.4,3.5,6,-5,-10,-3,-3,3
CC(OC(=O)c1cc(Cl)ccc1[N+](=O)[O-])C(=O)NC(C)c1ccc(F)cc1 (stereo not drawn),i,-0.9,-0.2,-11,-5,4,3,-3,1
CSc1cc(-c2ccccc2)n(Cc2ccc(Cl)cc2Cl)c(=O)c1C#N,i,-0.8,-0.2,-4,-5,10,17,1,1
CN(C)CCCN1C(=O)CSC1c1ccccc1 (stereo not drawn),i,-0.9,-0.4,-1,-1,2,-1,-6,2
O=C(NC1CCOC1=O)OCc1ccccc1 (stereo not drawn),i,-0.3,0.4,-4,-7,-4,-7,-1,3
CC(C)Cc1nnc(NC(=O)CCC(=O)Nc2ccc(F)cc2)s1,i,-1.2,-0.7,-2,-13,-7,-6,-1,4
CN(C)C(=O)COC(=O)c1ccccc1Nc1ccc(SC(F)F)cc1,i,-0.4,-0.8,-3,3,0,38,-1,0
Cc1cccc(Cc2c(C)nc3c(C(=O)N4CCN(Cc5ccc6c(c5)OCO6)CC4)cnn3c2C)c1,.,-1.6,-0.2,-7,-12,2,12,-1,0
Nc1c(C(=O)O)cnc2nc(N3CCOCC3)nn12,i,-0.6,-1.5,-4,-4,16,-12,-2,0
COc1cc(CC(=O)O)ccc1O,i,-1.4,-0.9,5,-5,-17,-3,1,0
COC(=O)C1=C(C)NC(C)=C(C(=O)OC)C1c1ccccc1OCc1c(C)no[n+]1[O-],i,-0.7,2.1,-4,-10,-7,4,-3,1
Cc1cccc(C(=O)Oc2ccc(/C=N/NC(=O)c3ccccc3O)cc2)c1,.,-0.1,0.7,-6,-1,-2,7,4,-3
Cn1ccc2c(-c3ccc(C(=O)O)cc3)cc3c(c21)C1CCC3C1 (stereo not drawn),.,-0.3,1.2,2,-4,-1,-2,3,1
CCOc1ccc2c(c1)c(C(C)=O)c(C)n2-c1ccccc1,i,-0.7,-0.4,2,-2,-13,12,1,-2
O=C(CCc1nnc(C2CCCCC2)o1)N1CCN(c2ccccc2F)CC1,i,-0.3,-1.0,13,-1,-4,-3,2,0
O=C(NCCOc1ccc(F)cc1)C1CCC(=O)N(CC2CCCCC2)C1 (stereo not drawn),i,-0.8,-0.5,1,-3,-3,1,1,-1
CC(=O)N(C)c1ccc(NC(=O)c2ccccc2C(=O)O)cc1,i,0.1,0.8,-8,0,-2,-6,-2,-1
CCOC(=O)[C@@H]1[C@H]2COc3cc(OC)ccc3[C@H]2N2C(=O)N(c3cccc(C)c3)C(=O)[C@]12C,i,-0.3,1.7,-8,-2,-9,1,-5,3
Cc1cc(C)n2nc(C(=O)NCc3ccccc3)cc2n1,.,-1.3,-1.3,-3,-7,28,-10,0,2
CC(=O)c1sc(-c2ccc(F)cc2F)nc1C,i,-0.6,0.9,1,-1,2,2,-4,1
CC(C)(C)N1C(=O)c2ccccc2NC(=O)C1C(=O)NCCOc1ccccc1 (stereo not drawn),i,-1.4,-0.2,.,.,.,.,1,.
CC1(C)C(=O)Nc2ccccc2N1C(=O)COC(=O)COc1cccc(C(F)(F)F)c1,i,-0.4,-1.1,-10,-3,15,14,-6,3
COc1ccc(OC)c(S(=O)(=O)Nc2ccccc2C(=O)O)c1,i,-0.4,0.5,4,-2,-6,-3,0,-2
CC(N=Cc1cccc(O)c1O)c1ccccc1 (stereo not drawn),i,-0.4,.,10,-6,8,-4,21,3
CCOc1ccc(NC(=O)CN(C)C(=O)C2CCCO2)cc1OCC (stereo not drawn),i,-0.3,0.8,-6,-2,2,-6,-3,0
NCC[C@H](O)C(=O)N[C@@H]1C[C@H](N)[C@@H](O[C@H]2O[C@H](CN)[C@@H](O)[C@H](O)[C@H]2O)[C@H](O)[C@H]1O[C@H]1O[C@H](CO)[C@@H](O)[C@H](N)[C@H]1O,i,-0.4,1.3,-5,1,-13,-1,-3,-3
Cc1ccc(Cl)cc1N1CCN(CC(O)COCc2ccco2)CC1 (stereo not drawn),i,-0.4,-0.4,2,-5,6,1,-9,0
COc1ccc(-c2nn(CCC#N)cc2/C=N/O)cc1OC,i,-0.7,-1.6,4,-6,-12,-2,25,-1
O=C(CNc1cccc2ccccc12)N/N=C/c1cccc(Oc2ccccc2)c1,i,0.0,3.2,1,-2,-5,17,6,-5
Cc1ccc(NS(=O)(=O)c2ccc3c(c2)NC(=O)CCS3)c(Cl)c1,i,-0.3,-0.6,-4,-3,-2,-8,4,2
CC1(C)Cc2cccc(OCC(=O)N3CCN(c4ccc(F)cc4)CC3)c2O1,i,-0.2,-0.6,4,-1,1,2,3,1
OC(COC(c1ccccc1)c1ccccc1)CN1CCc2ccccc2C1 (stereo not drawn),i,-0.3,-0.5,0,-1,14,4,2,-1
COc1ccc(NC(=O)COC(=O)CN2C(=O)C3CCCCC3C2=O)cc1OC (stereo not drawn),i,-0.1,-0.1,0,-13,-11,2,-4,7
COC(=O)c1c(C(=O)OC)c2ccncn2c1Cl,i,-1.6,1.4,-7,-11,7,4,1,0
Nc1nnc(CSCc2ccccc2Cl)s1,i,-0.6,-0.2,1,-1,-16,-8,1,4
O=C(Nc1ccc(Cl)c(S(=O)(=O)N2CCOCC2)c1)c1cn2ccccc2n1,i,2.3,0.5,-1,-1,1,-2,-2,-6
Nc1nc(SCC(=O)Nc2ccc(Br)cc2Br)n[nH]1,i,0.0,-1.6,-2,-3,1,-18,-1,3
O=C(CCc1ccccc1)Nc1ncn[nH]1,i,0.7,-0.8,2,-9,-9,-5,-3,5

# Continuation:
SMILES,Neddylation inh,Tb MetRS inh,MsrA inhibitor,eLon inh,MsrA act,PABP1 MLLE inh,FAS-TE inh,CSN deneddyl inh,Rin1-Abl PPI inh
Cc1cc(N2C(=O)C(O)=C(C(=O)c3ccc(C)o3)C2c2cccc(Cl)c2)no1 (stereo not drawn),i,0.4,2.0,-12,-9,-6,0,3,-2
CCN(CC)CCn1c2c(c(SCC(=O)Nc3nc4ccccc4s3)nc1=O)CCCC2,i,-0.1,0.0,4,0,14,-6,-5,4
Cc1ccc2nc(NC(=O)CCNS(=O)(=O)c3ccc(Br)s3)sc2c1,i,0.2,.,0,-3,-18,17,4,-1
Cn1c(N)c(C(=O)COC(=O)c2ccc(C(F)(F)F)cc2)c(=O)n(C)c1=O,i,0.0,-0.4,5,-1,-2,6,5,5
O=C(Cn1cc(SCc2ccc(Cl)cc2)c2ccccc21)N1CCOCC1,i,-1.0,0.9,-5,-3,35,17,1,0
C=CCNC(=O)Cn1c(=O)c2c(ncn2CCC(C)C)n(Cc2ccccc2)c1=O,i,0.1,-0.6,3,-1,-4,-4,-3,0
CC1CCCN(C(c2cccs2)c2nnnn2Cc2ccccc2)C1 (stereo not drawn),i,-0.3,-0.3,-4,-4,-15,15,8,1
O=C(c1ccc2c(c1)C(=O)N(Cc1ccco1)C2=O)N1CCOCC1,i,-0.1,0.6,2,-4,10,-6,2,-3
CCOC(=O)CCc1cnccc1-c1cccc(OC)c1O,i,-0.1,0.1,-6,-3,10,-8,1,5
Cc1ccccc1OCCOC(=O)c1c(-c2ccccc2)noc1C,i,0.1,0.5,0,-2,-9,22,-1,1
OCCC1CN(Cc2cc3ccccc3o2)CCN1Cc1ccc(F)cc1 (stereo not drawn),i,-0.2,-0.4,-11,-2,-1,1,2,-3
Cc1nnc(SCc2ccccc2)n(N)c1=O,i,-0.7,-0.7,-2,-2,-5,-8,-10,-2
Cc1ccc(NS(=O)(=O)c2cc(C(=O)N(C)C)ccc2C)cc1C,i,-0.1,-0.5,-8,-8,0,-5,-12,6
COc1ccc(N2CCN(C(=O)COC(=O)[C@@H](NC(=O)c3c(F)cccc3F)C(C)C)CC2)cc1,i,-0.4,0.0,22,3,-3,-5,4,0
CC(C)(C)SC(=O)CC1NS(=O)(=O)OCC1NC(=O)OCC(Cl)(Cl)Cl (stereo not drawn),i,-0.1,0.6,-4,-2,-19,5,3,0
Cc1ccccc1Cn1nc(C)c(NC(=O)c2noc3c2CCc2ccccc2-3)c1C,i,-0.5,-0.4,2,-2,-13,12,1,0
C/C(=N/NC(=O)C1CCCCC1)c1ccc([N+](=O)[O-])cc1,i,-0.3,1.1,-6,0,11,-15,-3,0
Nc1c(NCc2ccccc2)c(=O)[nH]c(=O)n1Cc1ccccc1,i,-0.6,.,15*,-2,18,-2,1,0

# Single records (already shown). Values in the order: Neddylation inh | Tb MetRS inh | MsrA inhibitor | eLon inh | MsrA act | PABP1 MLLE inh | FAS-TE inh | CSN deneddyl inh | Rin1-Abl PPI inh
# Cc1nnc(SCc2ccccc2)n(N)c1=O as listed: i | -0.7 | -0.7 | -2 | -2 | -5 | -8 | -10 | -2
# OCCC1CN(Cc2cc3ccccc3o2)CCN1Cc1ccc(F)cc1 (stereo not drawn) as listed: i | -0.2 | -0.4 | -11 | -2 | -1 | 1 | 2 | -3
# CC(C)(C)SC(=O)CC1NS(=O)(=O)OCC1NC(=O)OCC(Cl)(Cl)Cl (stereo not drawn) as listed: i | -0.1 | 0.6 | -4 | -2 | -19 | 5 | 3 | 0
# Cc1ccc(NS(=O)(=O)c2cc(C(=O)N(C)C)ccc2C)cc1C as listed: i | -0.1 | -0.5 | -8 | -8 | 0 | -5 | -12 | 6
